CCT modulator: High-Throughput Screening for Modulators of Cytosolic Chaperonin Activity. purified chaperonin ATPase assay, HTRF ADP detection, 30 min. activity change, % (test concentration not listed), hits read low. actives 0.3% (n = 360,000). AID 651819, 2012; in the data active means activity change below about -30%; further: on the % scale 0 is the no-effect control and ±100 the full control effect
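Nucleotide hydrolysis assay: TRiC at 20–40 nM final (set by batch activity) with 10 uM ATP, 30 min at 37 °C, in presence of 76 uM compound. Detection by competitive ADP HTRF, 30 min ambient.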
TGFb SMAD3 inh: qHTS for Inhibitors of TGF-b. HepG2 CAGA-GFP TGF-b/SMAD3 reporter, GFP fluorescence, 18 h; TGF-beta stimulated, 500 pg/mL final. Potency, µM (top dose mostly 46.1 µM), inactives show at the highest dose activity, negative = inhibition, usual class: inhibitors. actives 1.2% (n = 410,000); further: potency means the concentration at half of the fitted maximal effect; on the % scale 0 is the no-effect control and ±100 the full control effect; nearly all actives have a fitted effect of over 65% in size
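Inhibition of TGF-beta-driven CAGA-GFP reporter expression in HEPG2 cells is measured by cellular GFP fluorescence after 18 h stimulation with 500 pg/mL recombinant TGF-beta in 1% FBS medium at 37 degrees C.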
HepG2 tox: qHTS for Inhibitors of TGF-b: Cytotox Counterscreen. actives 0.76% (n = 410,000). AID 588856, 2011. Potency, µM (doses to about 46.1 µM), inactives show top-dose activity change, negative = cytotoxicity, actives largely listed as cytotoxic. HepG2 CAGA-GFP viability, ATP luminescence, 18 h; further: potency means the concentration at half of the fitted maximal effect; some results filed as inactive show a strong effect at the top dose
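CellTiter-Glo luminescence gave cytotoxicity after 18 hours at 37 degrees C. The cells were HepG2 CAGA-GFP in 1% FBS DMEM, stimulated with 500 pg/mL TGF-beta after compound addition. %Activity was normalised to no-cell wells (complete cell-killing) and DMSO (no toxicity), and curves were fitted and classified.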
Mm-Cpn inhibitor: Inhibitors of TCP-1 ring complex (TRiC) of Methanococcus maripaludis (MmCpn): qHTS | AID 504842, 2011 | purified Mm-Cpn ATPase, ADP Transcreener TR-FRET | actives 0.031% (n = 330,000) | Potency, µM (titrated, usually from 76.9 µM), for the others: at the top dose activity, negative = inhibition, actives largely listed as inhibitors; further: potency means the concentration at half of the fitted maximal effect; on the % scale 0 is the no-effect control and ±100 the full control effect; nearly all actives have a fitted effect of over 80% in size
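Purified archaeal Mm-CPN (25nM final) preincubated 10 min at 37degC with compound, then 10uM ATP for 30 min at 37degC; ADP measured by HTRF Transcreener TR-FRET; buffer 30 mM TRIS pH 7.4, 100mM KCl, 5mM MgCl2, 1mM DTT.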
S2 tox: Viability Counterscreen for Primary qHTS for Inhibitors of ATXN expression; S2 cells (HEK-293 line with an ATXN2-luciferase reporter) viability, CellTiter-Fluor protease fluorescence, 24 h; Potency, µM (titrated, usually from 56.7 µM), hits mostly cytotoxic; actives 0.49% (n = 400,000); further: potency means the concentration at half of the fitted maximal effect; nearly all actives have a fitted effect of over 40% in size
Akt phos inh: HTS Assay for Inhibitors of Akt Phophorylation: Primary Screen; Neuro2A IGF-stimulated pAkt S473 HTRF, 20 min; active compounds read low; activity change, % for hits at 50 µM; actives 0.32% (n = 360,000); in the data active means activity change below about -80%; inconclusive means mostly about -51% to -80%; further: on the % scale 0 is the no-effect control and ±100 the full control effect
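Single-point screen (50 µM final compound) in Neuro2A cells stimulated 20 min with 6 nM IGF at 37 deg C. After lysis, Ser473-phosphorylated Akt read by HTRF (ex 330 nm, em 615/665 nm) as the 665/615 ratio.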
A549 viability: Nrf2 qHTS screen for inhibitors: counterscreen for cytotoxicity; A549 ARE-Fluc cells, CellTiter-Fluor viability, 18-24 h; Potency, µM (doses to about 46 µM), inactives show at the top dose activity change, negative = cytotoxicity, hits mostly inhibitors; actives 0.16% (n = 390,000); AID 504648, 2011; further: potency means the concentration at half of the fitted maximal effect; on the % scale 0 is the no-effect control and ±100 the full control effect
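A549 ARE-Fluc cells in 5% FBS OPTI-MEM, 5000 cells/well, rested 2 h then exposed to compounds in concentration-response for 18-24 h at 37 °C. Viability by CellTiter-Fluor fluorescence (Ex 405/Em 525) after 30 min; luciferase luminescence (BugLite, 15 min, RT) read afterwards.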
Nrf2 ARE act: qHTS of Nrf2 Activators | AREc32 ARE-luciferase reporter (MCF7-derived line), luminescence, 24 h | Potency, µM (series often up to 46.1 µM), without a hit: at the highest dose activation, hits mostly activators | actives 0.31% (n = 410,000) | AID 624171, 2012; further: potency means the concentration at half of the fitted maximal effect; % of control where 0% means no effect; nearly all actives have a fitted effect of over 65% in size
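Nrf2 activation is followed as ARE-luciferase induction in the AREc32 line after one day of compound treatment; luminescence is read with Steady-Glo.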
Nrf2 block: Nrf2 qHTS screen for inhibitors; AID 504444, 2011; actives 2.1% (n = 360,000); A549 ARE-Fluc reporter, luciferase luminescence, 18-24 h; Potency, µM (top dose mostly 46 µM), for inactives: at the highest dose activity change, negative = inhibition, actives largely listed as inhibitors; further: potency means the concentration at half of the fitted maximal effect; on the % scale 0 is the no-effect control and ±100 the full control effect; nearly all actives have a fitted effect of over 60% in size
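Nrf2 function is reported as luminescence of an ARE-controlled luciferase in A549 cells. Compounds were tested at several concentrations, and a CellTiter-Fluor read on the same wells flagged cytotoxicity.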
An asterisk follows results filed as active; i = inactive; ? = inconclusive; / = not tested or not shown; [ ] = dose if it differs, or a comment. Unless noted, the call rests on the fitted dose curve; in most records, active means well fitted curve in the direction sought with a large enough effect; inconclusive means small, poorly fitted or top-dose-only effect, or another doubt; inactive means no such curve, though single readings can be large; an effect the other way counts as inactive or inconclusive. This is a random part of the collection; about 4.4% have a hit in one of these screens.

Structure | CCT modulator | TGFb SMAD3 inh | HepG2 tox | Mm-Cpn inhibitor | S2 tox | Akt phos inh | A549 viability | Nrf2 ARE act | Nrf2 block
CCCCn1c(N)c(N(C)C(=O)c2ccc(Br)o2)c(=O)[nH]c1=O | 1.6 | 2.8% | 9.4% | 0.6% | i | i | 4.2% | -0.1% | 0.1%
O=C(Nc1cccc(C(F)(F)F)c1)/C(=C/c1ccco1)NC(=O)c1cccs1 | -2.8 | ? | -16.4% | 0.5% | i | i | 19.4% | 5.6% | -12.0%
COc1cc(NC(=O)Nc2ccccc2OC)c(OC)cc1NC(=O)CN1CCCCC1 | -2.8 | 4.7% | 3.9% | -3.0% | i | i | -7.3% | 3.3% | -7.9%
COc1ccc(N2C(=O)C3C(C2=O)C(C(=O)c2ccc(Cl)cc2)N2CCCC32)cc1 (stereo unspecified) | 1.8 | ? | -48.7% | 1.3% | ? | i | -5.0% | ? | 10.7%
COc1ccc(CN2CCNC(=O)C2CC(=O)N2CCCN(C(C)=O)CC2)cc1OC (stereo unspecified) | 0.3 | -17.9% | -9.3% | 2.3% | i | i | 3.1% | 0.1% | 5.0%
C/C(=N/NC(=O)c1ccccc1)C1=C(O)CC(C)(C)CC1=O | 0.0 | 2.4% | 0.8% | -1.3% | i | i | 7.2% | 6.8% | 29.6%
Cc1ccc(C)c(NS(=O)(=O)c2ccc(OCC(=O)NCc3cccnc3)cc2)c1 | -2.9 | -30.5% | -0.5% | -1.4% | i | i | 1.8% | -0.4% | -23.3%
CCOC(=O)CC(NC(=O)C1c2ccccc2Oc2ccccc21)c1ccc(C)cc1 (stereo unspecified) | -3.6 | -0.1% | -23.3% | 0.1% | ? | i | 1.4% | -0.4% | 6.6%
CCc1ccc(C(=O)c2cn(CC(=O)Nc3ccc(F)c(F)c3)c3cc(OC)c(OC)cc3c2=O)cc1 | / | ? | -21.9% | / | i | / | -16.7% | -0.6% | ?
CC(=O)Nc1sc(C)c(C)c1C(=O)OCC(=O)N(Cc1ccccc1)C(C)C | 0.5 | 0.9% | 4.9% | -4.5% | i | i | -3.1% | -0.8% | -3.7%
CCc1ccc(CN(Cc2ccco2)C(=O)c2ccccc2Cl)cc1 | / | ? | -52.0% | / | / | / | 4.5% | 8.7% | ?
Cc1nn(C)c(C)c1N1C(=O)c2cccc3c(N)ccc(c23)C1=O | -2.8 | 55.6%[activator] | -1.3% | -8.9% | / | i | 1.3% | 2.9% | -7.0%
CC1=C(C#N)C(NC(=O)c2ccccc2)(C(F)(F)F)C(=O)N1 (stereo unspecified) | / | 1.0% | 0.3% | / | i | / | -2.1% | 0.3% | -6.6%
Cc1ccc(Cn2c(SC(C)C(N)=O)nc3ccccc3c2=O)cc1 (stereo unspecified) | -0.4 | 11.7% | 16.8% | -0.2% | i | i | -12.6% | -0.6% | ?
COc1ccccc1C1c2[nH]c3ccccc3c2CCN1Cc1ccc(NC(C)=O)s1 (stereo unspecified) | 3.2 | ? | -32.0% | -0.8% | ? | i | -10.4% | 19.8% | ?
Oc1ccccc1/C=N/NC1=NCCCCC1 | -0.6 | 1.5% | 9.9% | -0.7% | i | i | ? | -0.3% | ?
Cc1ccc(CC(=O)CCc2ccccc2)cc1 | -3.2 | ? | -14.3% | 1.3% | i | i | 0.3% | 0.3% | -2.2%
CN(C)c1ccc(C(CNS(=O)(=O)c2ccc([N+](=O)[O-])cc2)N2CCCC2)cc1 (stereo unspecified) | 1.0 | 0.5% | -15.9% | 0.5% | i | i | 10.1% | -0.6% | 19.4%
O=C(OCc1csc(-c2ccccc2)n1)C1=NN(c2ccccc2)C(=O)CC1 | 1.1 | -0.6% | -0.8% | -5.6% | i | i | -4.9% | 6.0% | 2.4%
COc1ccc(CC(N)c2csc(Nc3nc(C)cnc3C)n2)cc1 (stereo unspecified) | -3.1 | -1.7% | -24.6% | / | i | i | / | 7.6% | /
COCCCNC(=O)CC(NS(=O)(=O)c1ccc(Cl)cc1)c1ccco1 (stereo unspecified) | -2.5 | -7.9% | -9.8% | -0.6% | i | i | -1.6% | 0.0% | /
Cc1ccc2nc(NC(=O)c3cc(=O)c4cc(C)c(C)cc4o3)sc2c1 | / | -4.9% | 3.2% | / | i | / | -1.3% | -0.1% | 10.3%
O=C(CCNS(=O)(=O)c1ccccc1)OCC(=O)c1ccc(Cl)cc1 | -0.6 | -4.8% | 5.8% | -0.6% | i | i | 0.1% | 0.3% | -4.7%
CCOc1ccc(NC(=S)NC(=O)c2c(Cl)cnn2CC)c([N+](=O)[O-])c1 | 1.7 | -6.7% | 2.7% | 0.6% | i | i | -5.3% | -0.4% | 4.4%
COc1ccc2nc(/N=C(\N)NC(=O)Nc3ccccc3)nc(C)c2c1 | -6.4 | ? | -33.3% | -2.7% | ? | i | -18.8% | 6.8% | -19.7%
CCOC(=O)CSc1nc2ccc(NC(=O)COc3ccccc3C)cc2s1 | / | -23.8% | 5.4% | / | ? | / | -1.1% | -0.4% | -2.0%
CCNC(=S)N/N=C/c1cccc(/C=N/NC(=S)NCC)c1 | -1.2 | 7.2% | 3.6% | -0.6% | i | i | -4.3% | 0.0% | 1.0%
Clc1ccc(CON/C=N/c2ncnc3sccc23)cc1 | -1.5 | 14.0% | -9.1% | 0.4% | i | / | -10.8% | 0.0% | 20.6µM*
C=C(C)COc1ccc(-c2n[nH]c(C)c2-c2ccc(Br)cc2)c(O)c1 | -1.0 | 12.6µM* | 14.1µM* | -2.1% | / | i | -9.6% | -2.4% | -10.0%
COc1ccc2cc(C3=CC(=O)CCC3)ccc2c1 | 1.1 | 10.6% | -26.3% | / | i | i | 3.7% | 2.9% | ?

Other records:
Structure | CCT modulator | TGFb SMAD3 inh | HepG2 tox | Mm-Cpn inhibitor | S2 tox | Akt phos inh | A549 viability | Nrf2 ARE act | Nrf2 block
O=C(O)CNC(=O)/C(=C\c1cccc([N+](=O)[O-])c1)NC(=O)c1ccco1 | -1.0 | -22.3% | -12.9% | 0.5% | i | i | -8.4% | 1.7% | 7.5%
Cc1cc2cc(CNC(=O)c3ccc(C)c([N+](=O)[O-])c3)ccc2[nH]1 | -2.1 | 1.3% | 31.6% | -4.9% | i | i | ? | 2.4% | -8.3%
COc1ccc(/C=C/c2nc(-c3ccccc3O)n[nH]2)cc1OC | -2.7 | -9.2% | -40.7% | -0.7% | ? | i | -4.5% | 2.7% | 7.1%
Fc1ccc(-c2cc3ncc4c(n3n2)-c2cc(Cl)ccc2OC4)cc1 | / | 0.3% | -12.0% | / | i | / | 1.6% | 9.4% | ?
Cc1ccc(S(=O)(=O)N(C)c2ccc(C(=O)NCCc3ccccc3)cc2)cc1 | -3.2 | ? | -13.5% | -3.5% | i | i | 1.8% | -0.3% | ?
COc1cccc(CNC(=O)CCC2CCCN(C(=O)c3cccnc3SC)C2)c1 (stereo unspecified) | -0.5 | ? | -32.6% | -2.8% | i | / | 6.7% | 0.0% | -9.2%
CC(C)CCn1nc(C(=O)Nc2nc3c(s2)CCCC3)c2ccccc2c1=O | -1.3 | 0.7% | -2.0% | -0.4% | i | i | 7.0% | 0.1% | ?
CCOC(=O)c1ccc(NC(=O)CN(c2ccc(C)cc2)S(=O)(=O)c2c(C)nn(C)c2C)cc1 | -5.2 | ? | -40.3% | -0.1% | i | i | -0.4% | -0.1% | 1.5%
O=C(Nc1ccc(S(=O)(=O)Nc2ccc(F)cc2)cc1)c1ccc(CN2CCOCC2)cc1 | 1.3 | -25.6% | -3.9% | 1.5% | i | i | -17.9% | 3.9% | 3.66µM*
COc1ccc(C(=O)NCc2ccc3c(c2)cc(C)n3C)cc1 | 0.4 | -19.2% | -24.9% | -28.4% | ? | i | 1.7% | 0.2% | 14.2%
NC(=O)NOCc1cccc(Cl)c1 | -0.6 | 15.5% | -13.2% | 0.6% | i | i | 5.4% | -0.5% | -10.8%
COc1ccc(CC(=O)Oc2ccc(F)c(F)c2)cc1S(=O)(=O)N1CCOCC1 | 2.6 | 5.4% | 11.0% | -0.4% | i | i | -1.3% | -0.9% | 16.3%
Cc1ccc(NC(=S)N2CCC(C(N)=O)(N3CCCCC3)CC2)c(C)c1 | 2.5 | 8.0% | -15.6% | 2.1% | i | i | 5.3% | 0.3% | 1.0%
COc1ccccc1NS(=O)(=O)c1ccc2c(c1)CCN2C(=O)CCC(=O)O | -4.9 | 0.0% | 0.6% | -0.3% | i | i | 4.4% | -0.4% | -2.2%
CC(OC(=O)/C=C/c1ccccc1)C(=O)N1CCc2ccccc21 (stereo unspecified) | -5.4 | -10.3% | -2.6% | -1.7% | i | i | -6.7% | -0.6% | 3.0%
CCOc1ccc(N2C(=O)CSC2c2ccncc2)cc1 (stereo unspecified) | -1.9 | -16.7% | -6.3% | 0.7% | i | i | -9.6% | 0.0% | -2.3%
CN(CC(=O)Nc1ccccc1Br)C(=O)COc1ccc2ccccc2c1 | 1.6 | -22.8% | -24.3% | -2.7% | i | i | -7.6% | 5.0% | ?
CCc1cc(-c2n[nH]c(=S)n2CC)cs1 | -1.6 | -7.9% | -2.2% | -12.2% | ? | i | 0.0% | 2.7% | -4.2%
CC(C)c1ccc(NC(=O)CCNS(=O)(=O)c2ccc3[nH]c(=O)oc3c2)cc1 | 0.4 | 2.5% | 1.6% | 0.4% | i | i | -7.4% | -0.3% | 8.5%
COc1ccc(OC)c2sc(N(CCCN(C)C)C(=O)CCS(=O)(=O)c3ccccc3)nc12 | -0.7 | ? | -96.1% | 0.6% | / | i | 2.3% | 0.1% | 2.0%

Compound activity from PubChem BioAssay.
